# Screens (PubChem)
# OPRM1-OPRD1 ag: agonists of OPRM1-OPRD1 heterodimerization, primary screen, cell-based, luminescence. Mu-type opioid receptor (Homo sapiens) + Delta-type opioid receptor (Homo sapiens), …. cells. activation, % at 9.3 µM. 340,000 compounds, 0.3% hits. AID 504326, 2011; in the data active = activation above about 18%;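 note: 0% = vehicle-treated cells and 100% = reference agonist; values of inactives mirror those of a sister screen read the other way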
# Target sequence (P35372 whole entry, looked up): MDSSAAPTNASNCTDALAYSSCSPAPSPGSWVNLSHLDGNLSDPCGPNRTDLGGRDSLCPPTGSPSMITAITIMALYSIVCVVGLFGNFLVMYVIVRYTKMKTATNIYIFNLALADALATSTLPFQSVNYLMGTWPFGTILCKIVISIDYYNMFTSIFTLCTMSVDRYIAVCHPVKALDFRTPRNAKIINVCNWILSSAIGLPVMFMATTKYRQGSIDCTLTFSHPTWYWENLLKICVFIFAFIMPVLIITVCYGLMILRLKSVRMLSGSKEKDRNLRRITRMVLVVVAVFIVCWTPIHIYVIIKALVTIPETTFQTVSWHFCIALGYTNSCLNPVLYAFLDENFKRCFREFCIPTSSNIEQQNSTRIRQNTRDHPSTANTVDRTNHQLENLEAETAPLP
# Target sequence (P41143 whole entry, looked up): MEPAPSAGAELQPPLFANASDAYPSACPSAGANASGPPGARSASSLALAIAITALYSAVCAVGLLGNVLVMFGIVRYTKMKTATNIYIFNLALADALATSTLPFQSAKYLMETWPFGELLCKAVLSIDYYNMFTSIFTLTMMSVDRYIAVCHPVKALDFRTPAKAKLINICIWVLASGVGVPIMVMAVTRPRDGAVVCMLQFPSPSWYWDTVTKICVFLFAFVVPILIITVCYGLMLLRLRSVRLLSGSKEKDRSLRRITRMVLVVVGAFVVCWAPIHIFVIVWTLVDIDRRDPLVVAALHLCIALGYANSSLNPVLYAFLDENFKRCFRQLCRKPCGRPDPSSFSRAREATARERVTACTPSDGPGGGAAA
# HTR5A ag: HTR5A agonists in luminescence cell assay, primary screen, counter-screen for OPRM1-OPRD1 heterodimer agonist project, full-deck HTS. 5-hydroxytryptamine receptor 5A (Homo sapiens), P47898. cell-based. activation, % at 9.3 µM. 340,000 compounds, 0.61% hits. AID 504692, 2011; in the data active = activation mostly above about 9.5%, no sharp cut-off; inactive = mostly below about 7.6%;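 note: 0% = cells with vehicle only and 100% = reference agonist; strong numbers were not always called active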
# V-ATPase pHluor: regulators of yeast V-ATPase proton pumping, primary screen, pHLuorin cytosolic pH fluorescence; response, % at 10 µM; S. cerevisiae; 350,000 compounds, 0.37% hits; AID 504577, 2011; in the data active = response mostly above about 7.3%, no sharp cut-off; inactive = mostly below about 5.4%; note: actives read high; inactives centre near 0; some compounds called inactive have numbers as strong as hits; reference of the scale not given here
# LANA DNA inh: inhibitors of KSHV C-LANA binding to DNA, primary screen, biochemical, fluorescence polarization, FAM-LBS DNA, MBP-C-LANA, single point | inhibition, % at 9 µM | Kaposi's sarcoma herpesvirus LANA C-terminal domain (residues 932-1162) DNA binding | 340,000 compounds, 0.078% hits;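 active = highest replicate inhibition at or above 60% at 9 µM, even if other replicates fall short; inactive = all replicates below 60% inhibition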;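 note: 0% = neutral control wells and 100% = 4 µM acridine orange control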
# cardiac RTF act: cardiac RTF calcium sensitivity activators, primary screen, biochemical, IANBD-TnC fluorescence, EC20 calcium; Troponin I, cardiac muscle (Homo sapiens) + Troponin T, cardiac muscle (Homo sapiens) + …; IANBD-labeled TnC RTF fluorescence at EC20 calcium; 0% EC20 calcium, 100% full calcium; activation, % at 7.2 µM; 340,000 compounds, 0.24% hits;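 active = activation above the mean over all tested compounds plus 3 SD, cut at about 30% in these data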;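 note: rise in fluorescence read as greater calcium sensitivity of cardiac thin filaments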
# HTR5A inv ctr: HTR5A inverse agonists in luminescence cell assay, primary screen, counter-screen for OPRM1-OPRD1 heterodimer inverse agonist project, full-deck HTS; inhibition, % at 9.3 µM; 340,000 compounds, 0.083% hits; HTR5A cell line, inverse agonism; in the data active = inhibition mostly above about 23%, no sharp cut-off; inactive = mostly below about 18%;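 note: 0% = cells with DMSO and 100% = no-cell wells with DMSO; some compounds called inactive have numbers as strong as hits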
# Keap1-Nrf2 PPI: Keap1-Nrf2 protein-protein interaction inhibitors, primary screen, biochemical, fluorescence polarization, single point; 340,000 compounds, 0.15% hits; inhibition, % at 9.4 µM; Keap1 Kelch-Nrf2 peptide fluorescence polarization, 1536-well; in the data active = inhibition above about 12%;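 note: human Keap1 Kelch domain with fluorescein labeled Nrf2 9mer peptide probe; 0% = neutral control wells and 100% = peptide positive control; higher means more block of Keap1 binding to Nrf2 peptide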
# CAL PDZ FP: untagged CAL PDZ binding inhibitors, primary screen, biochemical, fluorescence polarization, HTS | Golgi-associated PDZ and coiled-coil motif-containing protein (Homo sapiens), Q9HD26 | purified CAL PDZ, TMR-peptide fluorescence polarization, 1 h | inhibition, % at 24.9 µM | 300,000 compounds, 0.92% hits;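 active = mean inhibition of at least 30% with at least half of replicates also reaching 30%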;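 note: 0% = DMSO neutral control and 100% = excess unlabeled competitor peptide PRC23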
# RTF Ca sens inh: cardiac RTF calcium sensitivity inhibitors, primary screen, biochemical, IANBD-TnC fluorescence, EC70 calcium; IANBD-labeled cardiac RTF, Ca2+ fluorescence; inhibition, % at 7.15 µM; 340,000 compounds, 0.12% hits;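 active = inhibition above the mean inhibition of all tested compounds plus 3 SD, cut at about 17% in these data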;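 note: assay run at fixed EC70 calcium of 1.6 mM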
# MOR-DOR inv ag: inverse agonists of MOR-DOR heterodimerization, primary screen, cell-based, luminescence; Mu-type opioid receptor (Homo sapiens) + Delta-type opioid receptor (Homo sapiens), …; cell-based MOR-DOR heterodimer luminescence, inverse agonism; inhibition, % at 9.3 µM; 340,000 compounds, 0.21% hits; in the data active = inhibition above about 22%, passing the limit was not always enough;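 note: 0% = cells with DMSO and 100% = wells without cells with DMSO; values of inactives mirror those of a sister screen read the other way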
# An asterisk follows results filed as active; · = not tested or not shown.
(1) N#Cc1ccc2c(c1)nc1ccccn12
(2) COc1cc(OC)cc(C(=O)Nc2cccc3nc(C)ccc23)c1
(3) Cc1sc2ncn(CC(=O)NCC(=O)N(C)C3CCCCC3)c(=O)c2c1C
(4) O=C(NCc1csc(-c2cccs2)n1)C1CC1
(5) Cc1c(C(=O)NNC(=S)Nc2ccc(S(N)(=O)=O)cc2)oc2ccccc12
(6) N#Cc1nc(COc2ccccc2F)oc1NCCc1ccccc1
(7) CCOc1ccc(N2Cc3ccccc3C2)cc1
(8) COc1ccc(NC(=S)N2CCN(S(=O)(=O)c3ccc(OC)cc3)CC2)cc1
(9) Cn1c(=S)[nH]c(=O)c2ncc(=O)[nH]c21
(10) Nc1nnc(CCS(=O)(=O)c2ccc(Br)cc2)s1

entry no.	1	2	3	4	5	6	7	8	9	10
OPRM1-OPRD1 ag	-0.3	-3.3	0.2	-1.1	-4.2	4.5	1.1	1.8	-2.2	-2.2
HTR5A ag	1	-1	1	-2	-1	0	4	-1	-4	2
V-ATPase pHluor	2	-2	-1	4	-1	0	2	-2	0	0
LANA DNA inh	-1.0	3.1	-1.3	2.0	1.9	-0.5	-1.0	0.2	0.5	-0.9
cardiac RTF act	2	2	1	0	3	-8	-3	-2	1	0
HTR5A inv ctr	-1	5	18	5	5	-10	-2	-9	11	2
Keap1-Nrf2 PPI	1	-3	-6	-2	-3	1	-1	-6	-6	-2
CAL PDZ FP	-4	-1	-4	-10	1	4	-3	0	-13	·
RTF Ca sens inh	3	1	-5	2	-1	5	-3	-8	1	-9
MOR-DOR inv ag	1	15	-1	6	24	-26	-6	-10	16	11

# Results in Keap1-Nrf2 PPI, cardiac RTF act and CAL PDZ FP (four entries from above):
no.	SMILES	Keap1-Nrf2 PPI	cardiac RTF act	CAL PDZ FP
2	COc1cc(OC)cc(C(=O)Nc2cccc3nc(C)ccc23)c1	-3	2	-1
3	Cc1sc2ncn(CC(=O)NCC(=O)N(C)C3CCCCC3)c(=O)c2c1C	-6	1	-4
4	O=C(NCc1csc(-c2cccs2)n1)C1CC1	-2	0	-10
5	Cc1c(C(=O)NNC(=S)Nc2ccc(S(N)(=O)=O)cc2)oc2ccccc12	-3	3	1

# Further records follow:
(11) COc1ccc(C2Nc3ccccc3NC3=C2C(=O)CC(C)(C)C3)cc1 (stereo unspecified)
(12) Cc1c2ccccc2c(C)c2c1ccc1ccccc12
(13) C/C(N)=C(/C#N)C(=O)CSc1nc2ccccc2c(=O)n1CCCOC(C)C
(14) Cc1cc(=O)[nH]c(SCC(=O)c2ccc(C(C)C)cc2)n1
(15) O=C(CC(NC(=O)OCc1ccccc1)C(=O)OCc1ccccc1)OCc1ccccc1 (stereo unspecified)
(16) O=C(CN=C1NS(=O)(=O)c2ccccc21)OCC(=O)c1ccccc1
(17) CC1(C)SCC2C(=O)N3C(CSC3(C)C)C(=O)N21 (stereo unspecified)
(18) O=C(CNC(=O)c1ccco1)NCC(=O)OCc1c(F)cccc1Cl
(19) COC(=O)c1cc(S(=O)(=O)N2CCCCC2)c[nH]1
(20) O=C(c1ccc2c(c1)OCO2)N1CCOCC1

entry no.	11	12	13	14	15	16	17	18	19	20
OPRM1-OPRD1 ag	0.1	19*	1.5	-1.2	-1.2	-1.8	-2.3	-2.0	-2.4	-2.3
HTR5A ag	2	7	2	1	-2	2	-3	4	0	4
V-ATPase pHluor	3	-6	1	2	-3	1	0	1	3	-1
LANA DNA inh	18	-0.6	-0.1	-0.4	1.1	-5.8	1.9	-0.4	0.8	1.3
cardiac RTF act	4	-3	1	-4	4	-2	0	2	-3	2
HTR5A inv ctr	-8	-24	-5	4	7	-6	-17	4	2	16
Keap1-Nrf2 PPI	4	-5	3	-5	3	2	-1	3	1	-3
CAL PDZ FP	-2	-5	13	2	-1	-2	0	-4	0	2
RTF Ca sens inh	-61	-3	-18	-1	-7	8	-7	-1	1	0
MOR-DOR inv ag	0	-100	-11	5	6	9	13	14	12	14

(21) O=C(CCCCCCCC(=O)NNC(=O)Nc1ccccc1)NNC(=O)Nc1ccccc1
(22) CNC(=O)c1c(NC(=O)c2ccc(N3C(=O)CCC3=O)cc2)sc2c1CCC(C)C2 (stereo unspecified)
(23) O=C(NC1=NCCS1)c1ccc(Cl)s1
(24) COc1cc(/C=C/C(=O)O)cc(S(=O)(=O)Nc2ccc3c(c2)OCO3)c1OC
(25) COc1ccc2c(c1)CCc1c(C(=O)NC3CCCCC3)noc1-2
(26) CCOC(=O)c1c(C)[nH]c(C2=NNC(=NC(C)COC)SC2)c1C (stereo unspecified)
(27) O=C(Nc1ccc2c(c1)[nH]c(=O)c1ccccc12)C(F)(F)F
(28) Cc1ccc(/C=N/N2C(=S)SC(C)(C)C2N(O)C(=O)Nc2ccc([N+](=O)[O-])cc2)cc1 (stereo unspecified)
(29) CC1(C)CC(=O)C=C(NCc2ccccc2)C1
(30) OCCCN1CCN(CCCOc2ccccc2-c2ccccc2)CC1

entry no.	21	22	23	24	25	26	27	28	29	30
OPRM1-OPRD1 ag	-0.9	-0.1	-1.0	-0.9	5.4	3.7	-1.5	8.9	-3.1	-2.0
HTR5A ag	1	-5	-5	1	1	0	4	0	5	-3
V-ATPase pHluor	0	0	-3	6	4	0	1	3	-5	1
LANA DNA inh	-4.4	-0.6	2.6	-0.3	0.0	-0.2	2.0	1.4	0.2	2.9
cardiac RTF act	8	-1	-3	-2	-1	16	-6	7	1	-4
HTR5A inv ctr	-5	6	-71	-2	-5	0	-14	-19	-10	13
Keap1-Nrf2 PPI	-1	-3	-8	-8	-3	-4	-4	-5	-4	1
CAL PDZ FP	-5	-3	-4	-3	·	-2	-1	2	0	-5
RTF Ca sens inh	-8	-7	1	-5	2	-10	-2	-1	1	3
MOR-DOR inv ag	5	1	6	5	-29	-19	7	-47	18	10

(31) O=C(Oc1ccccc1Cl)c1ccccc1P(=O)(O)O
(32) COC(=O)C1=C(C)N(Cc2ccccc2)C(=NCc2cc(OC)c(OC)c(OC)c2)N[C@H]1CCc1ccccc1
(33) O=c1[nH]cnc2c1ncn2[C@@H]1O[C@H](CO)[C@@H](O)[C@H]1O
(34) O=C(NC(=S)Nc1ccc(F)cc1)c1ccc2c(c1)OCCO2
(35) COC(=O)CN1CCN(C(=O)c2ccc(F)cc2)c2ccccc2C1
(36) COc1ccc(C(=O)Nc2nc(N)n(-c3ccccc3)n2)cc1
(37) Cc1nc(CN2CCN(C(=O)NC3(c4ccccc4)CC3)CC2)cs1
(38) COCCN(C(=O)COC(=O)CCCc1c[nH]c2ccccc12)c1c(N)n(Cc2ccccc2)c(=O)[nH]c1=O
(39) CN(C)CCCNc1c2c(nc3ccccc13)CCC2
(40) Cc1ccc(C2CC2c2n[nH]c(=S)n2-c2cccc(C)c2)cc1 (stereo unspecified)

entry no.	31	32	33	34	35	36	37	38	39	40
OPRM1-OPRD1 ag	-1.8	-2.0	-1.4	1.2	-2.8	-1.1	-2.1	-1.8	-0.9	3.8
HTR5A ag	0	0	-1	-2	0	1	0	-2	5	2
V-ATPase pHluor	4	0	4	0	1	1	0	2	0	9
LANA DNA inh	1.2	1.8	-2.3	-0.2	0.2	-1.8	-0.5	0.4	-6.3	-1.0
cardiac RTF act	4	1	9	-5	1	-4	-5	-3	1	-3
HTR5A inv ctr	-2	-1	2	19	-9	-2	4	6	-19	-6
Keap1-Nrf2 PPI	0	-2	-6	2	-1	-5	4	-4	1	0
CAL PDZ FP	0	-3	-2	8	-1	-6	·	-3	0	0
RTF Ca sens inh	-9	-17	-5	-17	3	3	-8	-3	-12	-1
MOR-DOR inv ag	11	11	8	-8	12	6	9	7	5	-22

(41) Cn1c(=O)[nH]c(=O)c2c1ncn2CCCc1ccccc1
(42) O=C(Nc1cccc(F)c1)/C(=C\c1cccnc1)NC(=O)c1ccco1
(43) Cc1ccccc1NS(=O)(=O)c1cc(C(=O)NCCC2=CCCCC2)ccc1Cl
(44) N#C/C(=C\c1cccc([N+](=O)[O-])c1)c1nnc2n1CCCCC2
(45) Cc1cccc(-n2cnc(C(=O)Nc3cccnc3)c2)n1
(46) COc1ccccc1-c1nnc(NC(=O)c2ccc3ncsc3c2)o1
(47) C/C(=N\NC(=O)Cn1nc(C)cc1C)c1ccc([N+](=O)[O-])cc1
(48) C/C(=C\C(=O)c1ccccc1)Nc1cccc(O)c1
(49) CCOC(=O)C1CCN(C(=O)CCn2c(=O)[nH]c3ccsc3c2=O)CC1
(50) CN(Cc1ccccc1)C(=O)c1ccc(NC(=O)Cc2ccc(NC(=O)C3CCCN(C(=O)C4CCC4)C3)cc2)cc1 (stereo unspecified)

entry no.	41	42	43	44	45	46	47	48	49	50
OPRM1-OPRD1 ag	-3.0	-0.8	0.1	1.4	-2.9	0.4	1.8	4.2	-0.3	0.6
HTR5A ag	3	1	5	0	2	-3	7	0	4	2
V-ATPase pHluor	-3	·	0	-3	-2	4	-3	3	1	-2
LANA DNA inh	0.7	0.6	0.7	1.7	0.5	4.3	-1.0	1.1	0.1	3.0
cardiac RTF act	1	-2	8	-3	3	0	-9	-5	14	-4
HTR5A inv ctr	2	-8	-25	8	-6	9	-9	-1	-11	-7
Keap1-Nrf2 PPI	4	-2	3	-5	-5	-2	3	-6	-3	0
CAL PDZ FP	·	0	·	-2	2	-4	2	-2	0	0
RTF Ca sens inh	3	-4	-6	-4	2	-4	-4	-7	-1	-2
MOR-DOR inv ag	13	6	0	-7	13	-2	-9	-23	2	-3

(51) CCc1cc2c3c(c(=O)oc2cc1O)CCCC3
(52) O=C(NC(=S)N1CCN(C/C=C/c2ccccc2)CC1)c1ccc(Cl)nc1
(53) O=C(NCC1CCCO1)c1cccc(NC(=O)c2ccccc2)c1 (stereo unspecified)
(54) CCOC(=O)Nc1cccc2ccccc12
(55) CCCCS(=O)(=O)Nc1ccc(C)cn1
(56) OCCNc1nc(Nc2ccccc2C(F)(F)F)nc(N2CCCC2)n1

entry no.	51	52	53	54	55	56
OPRM1-OPRD1 ag	-0.3	-1.1	-1.8	1.6	-1.7	-3.4
HTR5A ag	2	-3	0	1	1	3
V-ATPase pHluor	0	0	-3	-4	0	-4
LANA DNA inh	-0.6	-0.5	0.6	-0.1	3.0	0.2
cardiac RTF act	-3	13	-6	10	-4	-8
HTR5A inv ctr	-26	4	-19	-5	22	-31
Keap1-Nrf2 PPI	1	1	0	-4	0	-4
CAL PDZ FP	-3	-1	3	-2	-1	1
RTF Ca sens inh	4	-10	-5	-2	-11	-12
MOR-DOR inv ag	2	6	10	-9	9	18

# An unsorted share of the library; 2.8% or so of the library scored in one or more.
